Source: PubChem BioAssay (National Center for Advancing Translational Sciences (NCATS))
L3MBTL1 inh: blocks human L3MBTL1. Q9Y468. AlphaScreen L3MBTL1–H3K9me1 peptide binding. Potency, µM (series often up to 57.1 µM), for inactives: at the highest dose activity, negative = inhibition, usual class: inhibitors. 230,000 tested, 0.66% active; also: nearly all actives have a fitted effect of over 60% in size
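AlphaScreen assay: L3MBTL1 (50 nM final) was preincubated 30 min at room temperature with biotinylated H3(1-15)K9me1 peptide (75 nM final), then 30 min with library compounds; streptavidin donor and nickel chelate acceptor beads (10 ug/mL final) added, 30 min dark.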
Tau fibril FP: tau fibrillization inhibition (FP). P10636. K18 P301L tau heparin fibrillization, Alexa594 FP, 6 h. Potency, µM (doses to about 57.7 µM), for inactives: at the top dose activity, negative = inhibition, hits mostly inhibitors. 280,000 tested, 0.39% active. AID 1468; also: nearly all actives have a fitted effect of over 55% in size
Target sequence (P10636 561-689 P618L limits assumed): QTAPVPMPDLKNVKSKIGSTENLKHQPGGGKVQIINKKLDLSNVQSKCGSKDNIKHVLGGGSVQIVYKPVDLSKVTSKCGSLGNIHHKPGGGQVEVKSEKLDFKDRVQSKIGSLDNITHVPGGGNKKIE
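Steps: dispense K18 P301L tau (15 uM plus 0.24 uM Alexa 594 tracer, final) in pH 7 sodium acetate; add compound; add heparin (20 uM final); incubate 6 hr, 37 C; add ThT (30 uM final); after 1 hr ambient, read FP.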
TR SRC2 fluor cs: alters Texas Red total fluorescence, flagging assay interference. 280,000 tested, 0.29% active. Potency, µM (series often up to 106 µM), for the others: at the highest dose fluorescence change, negative = quenching. TRb/SRC2 Texas Red total fluorescence interference. AID 1479; active = well fitted curve in either direction with a large enough effect; inconclusive = small, poorly fitted or top-dose-only effect
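Human TRβ ligand-binding domain (0.6 uM) and Texas Red SRC2 peptide (20 nM) in Tris buffer with 1 uM T3 and 5% DMSO were incubated with pinned compound for 5 hr at ambient temperature. Total fluorescence was computed as S + 2P (555/632 nm).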
TRb SRC2 PPI: disrupts binding of human TR beta to SRC2; 280,000 tested, 0.065% active; P10828; TRbeta-SRC2 peptide binding, fluorescence polarization; receptor liganded with 1 µM T3; Potency, µM (series often up to 106 µM), for inactives: at the highest dose activity change, negative = inhibition, usual class: inhibitors;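 also: plate controls were bound peptide for no effect and peptide without receptor for full effect; nearly all actives have a fitted effect of over 50% in size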
Target sequence (P10828 whole entry, looked up): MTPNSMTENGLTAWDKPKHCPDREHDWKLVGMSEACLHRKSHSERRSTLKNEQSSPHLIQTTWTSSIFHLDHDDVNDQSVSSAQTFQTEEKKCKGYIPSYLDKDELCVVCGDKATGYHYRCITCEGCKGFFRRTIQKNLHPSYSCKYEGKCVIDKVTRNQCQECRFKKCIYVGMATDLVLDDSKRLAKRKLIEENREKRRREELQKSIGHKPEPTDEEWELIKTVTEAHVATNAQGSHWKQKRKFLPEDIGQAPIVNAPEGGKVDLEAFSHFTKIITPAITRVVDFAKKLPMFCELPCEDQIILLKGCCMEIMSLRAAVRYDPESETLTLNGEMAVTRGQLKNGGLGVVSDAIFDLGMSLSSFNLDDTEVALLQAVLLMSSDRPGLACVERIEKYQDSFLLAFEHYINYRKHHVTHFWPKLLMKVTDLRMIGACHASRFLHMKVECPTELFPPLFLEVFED
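Each compound concentration gave % activity, normalized to unbound and bound Texas Red SRC2 controls, from polarization read after 5 hr ambient incubation with T3-loaded human TRb LBD.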
Tau fibril ThT: blocks human tau fibril formation measured by thioflavin T | P10636 | recombinant tau K18 P301L, heparin-induced fibrillization, ThT fluorescence | Potency, µM (doses to about 57.4 µM), without a hit: at the highest dose activity, negative = inhibition, usual class: inhibitors | 270,000 tested, 2.1% active; also: nearly all actives have a fitted effect of over 55% in size
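Using a mix of unlabeled (15 uM) and Alexa 594-labeled (0.24 uM) tau K18 P301L, heparin-triggered fibrillization over 6 hr at 37 C was scored by ThT fluorescence.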
KDM4E inh: blocks human JMJD2E demethylase activity | JMJD2E catalytic domain, FDH-coupled NADH fluorescence (FDH is formaldehyde dehydrogenase) | Potency, µM (series often up to 57.1 µM), for the others: at the top dose activity change, negative = inhibition, actives largely listed as inhibitors | 230,000 tested, 1.6% active | AID 2147; active = well fitted inhibition curve with a large enough effect, not every such curve was filed as active; inconclusive = small, poorly fitted or top-dose-only effect, or another doubt; inactive = no such curve, though single readings can be large or run the other way;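 also: 0% = wells with enzyme and -100% = buffer wells without enzyme; nearly all actives have a fitted effect of over 50% in size; many of its hits are not listed in these tables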
GoLoco inh red: RGS12 GoLoco-Gai1 interaction inhibition; P63096; Gai1:RGS12 GoLoco peptide FP, rhodamine, 10 min; Potency, µM (titrated, usually from 61.6 µM), for inactives: top-dose activity, negative = inhibition, most hits filed as inhibitors; 230,000 tested, 0.44% active; active = well fitted inhibition curve with a large enough effect, not every such curve was filed as active; inactive = no such curve, though single readings can be large or run the other way; also: nearly all actives have a fitted effect of over 30% in size; many of its hits are not listed in these tables
Target sequence (P63096 whole entry, looked up): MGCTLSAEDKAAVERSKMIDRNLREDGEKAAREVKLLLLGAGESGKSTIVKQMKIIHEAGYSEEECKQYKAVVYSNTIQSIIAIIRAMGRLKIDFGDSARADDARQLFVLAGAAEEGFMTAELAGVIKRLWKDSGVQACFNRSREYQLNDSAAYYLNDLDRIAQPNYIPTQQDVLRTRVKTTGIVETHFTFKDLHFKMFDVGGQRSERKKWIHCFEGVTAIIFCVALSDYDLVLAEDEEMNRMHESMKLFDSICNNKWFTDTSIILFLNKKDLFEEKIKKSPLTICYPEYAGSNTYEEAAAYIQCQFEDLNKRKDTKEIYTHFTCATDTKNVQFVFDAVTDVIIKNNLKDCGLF
RECQ1 inh: blocks DNA unwinding by human RECQ1. RECQ1 DNA unwinding, red fluorescence kinetic read. Potency, µM (doses to about 57.3 µM), for inactives: at the highest dose activity, negative = inhibition, hits mostly inhibitors. 240,000 tested, 0.54% active. AID 2549;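 also: plate controls were vehicle for no effect and no enzyme for full effect; nearly all actives have a fitted effect of over 30% in size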
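RECQ1T1 50 nM; forked duplex (20 bp + 30-nt ss tails) 200 nM, ATP 2 mM final; pH 8.0, 2 mM MgCl2, 2.5 ug/ml poly(dI-dC); 15 min compound preincubation; discontinuous kinetic read over 2 h at RT.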
* marks the source's active call; other numbers are inactive results; i = inactive; ? = inconclusive; . = not tested or not shown; & = joins results of further samples; [ ] = remark or other dose. Unless noted, calls follow the shape of the dose curve; as a rule, active = well fitted curve in the direction sought with a large enough effect; inconclusive = small, poorly fitted or top-dose-only effect, or another doubt; inactive = no such curve, though single readings can be large; an effect the other way counts as inactive or inconclusive. Unless noted, % is scaled to controls: 0 for no effect and ±100 for the full control effect; potency is read from the fitted curve at half-maximal effect. Some of the compounds tested; the hit share may differ from the screen's.

Under each structure – L3MBTL1 inh, Tau fibril FP, TR SRC2 fluor cs, TRb SRC2 PPI, Tau fibril ThT, KDM4E inh, GoLoco inh red, RECQ1 inh
CC(C)C(NC(=O)c1ccc(F)cc1)C(=O)Nc1cccnc1 (stereo not given)
    9%, 3%, -2%, 4%, 5%, -6%, -1%, -1%
O=C(CSc1ccc(Cl)cc1)OCc1nnc(-c2ccccc2)o1
    ., 7%, -1%, 2%, 1%, 5%, 6%, i
CCOC(=O)c1nnc(-c2cccs2)nc1Oc1ccc(Cl)cc1
    ., -8%, -4%, -2%, ?, -4%, 9%, -5%
COc1ccc(CC(=O)NCCc2csc(-c3ccc(Cl)cc3)n2)cc1
    ., 0%, 1%, 4%, -7%, ., ., .
Cc1nc2sc(C(=O)N(C)Cc3ccccc3)c(NC(=O)c3ccccc3)c2c(C)c1Cl
    ., -6%, 5%, 4%, -5%, ., ., .
Cc1ccc(-c2nc3ncccc3o2)cc1NC(=O)c1cccnc1
    1%, -11%, -4%, -2%, 2%, ?, 16%, -11%
CCCCN(C)C(=O)c1nc2ccccn2c1CN1CCSCC1
    4%, 4%, -1%, 2%, 5%, -1%, 10%, 18%
O=C(NCCc1nc2ccccc2[nH]1)c1cccc(Br)c1
    -2%[11.4 µM], 4%, -2%, 4%, -5%, -11%, 24%, -4%
N#CCCN(C(=O)CSc1ccc2c(c1)OCCO2)c1ccccc1
    ., ?, 2%, -13%, ?, -1%, 8%, 3%
CCOC(=O)N1CCN(C(=O)c2oc(=O)c3ccccc3c2-c2ccc(C)cc2)CC1
    0%, -6%, 4%, 12%, 7%, -2%, 1%, -5%
Cc1ccccc1NC(=O)C1CCN(C2=NS(=O)(=O)c3ccccc32)CC1
    ., -3%, -1%, 9%, -3%, 1%, 11%, -4%
c1coc(-c2nc3n(n2)C2(CCCCC2)[C@@H]2CCCC[C@@H]2N3)c1
    ., -1%, 7%, -7%, 2%, ., ., .
COc1ccc(CCNC(=O)CN(c2ccc(C)cc2)S(=O)(=O)c2c(C)noc2C)cc1OC
    -4%, -6%, 4%, 6%, -15%, -6%, ., -3%
COc1ccc2cc1Oc1ccc(cc1)C[C@H]1c3cc(c(OC)cc3CCN1C)Oc1c(O)c(OC)cc3c1[C@H](C2)N(C)CC3
    ., 3%, -1%, 0%, 10%, 0%, 7%, 43%[activator]
CNC(=O)c1c(NC(=O)c2cccc(N3C(=O)CCC3=O)c2)sc2c1CCCC2
    -1%, -4%, -3%, -7%, -12%, ?, 8%, -3%
CCCOc1ccc(S(=O)(=O)NCCCN2CCOCC2)c2ccccc12
    -6%, 3%, 1%, -7%, -23%, -1%, 3%, 6%
Clc1ccc(SCc2cn3ccccc3n2)cc1
    -15%, 0%, 0%, -9%, ?, -3%, 13%, i
CCNC(=O)C1CC(=O)N(c2ccc(Br)cc2)C1 (stereo not given)
    -4%, -6%, 1%, 12%, -10%, 1%, -10%, -2%
CCN(CC)S(=O)(=O)c1ccc(O)c(NS(=O)(=O)c2ccccc2F)c1
    7%, -1%, 0%, -2%, 1%, -7%, -5%, 3%
O=C(COC(=O)/C=C/c1cccc(F)c1)Nc1ccc(Cl)cn1
    11%, -1%, 1%, -6%, -8%, ?, 17%, -15%
CC(=O)c1ccc2noc(-c3ccc(C)cc3)c2c1
    53%[activator], -3%, 1%, 3%, -9%, ?, 29%, -6%
CCC(C)NC(=O)C1CCN(S(=O)(=O)c2ccc(OC)cc2)CC1 (stereo not given)
    ., -4%, 0%, -4%, -12%, 2%, -3%, -10%
CCC1CN(C(=O)C2CCN(S(=O)(=O)c3c(C)noc3/C=C/c3ccccc3F)CC2)c2cc(Cl)ccc2O1 (stereo not given)
    ., ?, 0%, -2%, 11%, ., ., .
COc1ccc(C(=O)Nc2ccc3c(c2)nc(CN2CCN(C(C)=O)CC2)n3C)cc1
    2%, -2%, -1%, -7%, 4%, 2%, 4%, -12%
O=C(COC(=O)c1cccs1)Nc1cc(S(=O)(=O)N2CCOCC2)ccc1Cl
    -1%, 6%, 2%, -7%, -2%, 5%, -9%, -7%
CN(c1ccccc1C(=O)Nc1ccccc1C(=O)NCc1ccco1)S(C)(=O)=O
    -3%, -6%, -8%, -3%, -8%, 3%, 3%, -1%
Cc1cc(/C=N/n2cnnc2)c(C)n1-c1ccc(Cl)cc1
    -13%, ?, -1%, 10%, -3%, ?, -62%, -28%
CC1CC(C)CN(C(=O)C2CCCN(S(=O)(=O)c3cccc4nonc34)C2)C1 (stereo not given)
    ., 5%, 1%, 3%, -2%, 1%, 10%, 7%
CCCCN(CCCC)Cc1ccc(C(=O)NNC(=O)Nc2ccccc2)o1
    ., -3%, 0%, 1%, 2%, -10%, -3%, -1%
CCOC(=O)COc1ccc([N+](=O)[O-])cc1-c1ccnc2cc(-c3ccc(Cl)cc3)nn12
    ., -14%, -8%, 4%, ?, ., ., .
COc1ccc(N(C(C)C(=O)N/N=C/c2ccc(OCC(C)C)cc2)S(C)(=O)=O)cc1 (stereo not given)
    -1%, -6%, -2%, 1%, ?, -7%, 4%, -2%
Cc1cccc(NC(=O)c2cc([N+](=O)[O-])ccc2NC2CCCCC2)c1
    -19%, 1%, -4%, -11%, ?, -4%, 10%, 1%
Cc1noc(C)c1S(=O)(=O)N(CC(=O)Nc1ccc2c(c1)OCO2)c1ccc(C(C)C)cc1
    ., -5%, -4%, 1%, -4%, -4%, 2%, -11%
CCCc1nnc(NC(=O)CCC(=O)N2CCN(c3nc(C)cc(C)n3)CC2)s1
    -9%, 8%, -4%, -4%, -9%, ?, 8%, -10%
O=C(CSc1ncc(C(F)(F)F)cc1Cl)N1CCN(S(=O)(=O)c2ccccc2)CC1
    0%, 9%, 4%, -7%, -6%, -9%, 10%, -10%
O=C(OCc1ccc(COC(=O)c2cccnc2Cl)cc1)c1cccnc1Cl
    12%, 5%, -2%, 4%, -3%, -4%, -2%, -5%
Cc1csc(NC(=O)c2ccc(C)c(S(=O)(=O)N3CCOCC3)c2)n1
    2%, 0%, -2%, -3%, -8%, 1%, 8%, i
CCOc1cc(C(=O)NC(=S)Nc2cccnc2)cc(OCC)c1OCC
    4%, 1%, -1%, -3%, ?, 4%, 1%, i
Cn1cc[nH]c1=S
    -7%, -4%&-2%, -1%, -2%, -1%&-7%, 10%, 5%, -1%
Cc1ccc(OCc2nnc(SCC(=O)N3CCOCC3)n2C)cc1
    0%, 6%, -6%, -6%, 7%, -2%, 8%, -15%
COc1ccc(C2/C=C\CN(S(=O)(=O)c3ccc(-c4ccccc4)cc3)CC(=O)N2Cc2ccc(F)cc2)cc1 (stereo not given)
    ., -9%, 0%&-1%, -1%&-15%, -2%, 3%, -6%, i
Cc1oc(-c2ccccc2)cc1C(=O)Nc1cccc(/C=C\C(=O)O)c1
    ., 2%, 0%, -5%, -10%, -4%, 3%, -5%
COC(=O)c1ccc(Nc2c([N+](=O)[O-])c(=O)oc3ccccc23)cc1
    -5%, -1%, -3%, 5%, ?, -1%, 9%, -8%
O=C(CSc1nc2ccccc2o1)c1cc2ccccc2oc1=O
    -22%, ?, 6%, 7%, ?, ?, 5%, -12%
O=S(=O)(c1ccc(NC(=S)Nc2ccc(OC(F)F)cc2)cc1)N1CCOCC1
    6%, -6%, 0%, -3%, 2%, 8%, -5%, i
CCCCNc1sc(S(=O)(=O)CC)nc1S(=O)(=O)c1ccc(C)cc1
    ., -10%, -3%, -3%, -5%, ., ., .
Cc1ccc(N(NC(=O)C(C)(C)O)C(=O)c2ccccc2)cc1C
    -3%, -2%, -6%, -8%, -24%, -3%, ., 1%
CCOc1ccc(CCNCc2c(C(=O)O)n(Cc3ccc(C)cc3)c3cc(OC)ccc23)cc1
    ., ?, -1%, -1%, -7%, ., ., .
N#CC(C#N)=C(Nc1ccccc1)c1ccccc1
    3%, -7%, -1%, 3%, -1%, 0%, 0%, -12%
COc1ccc(-n2c(C)c(C(C)=O)c(C(C)=O)c2C)cc1
    ., 1%, -3%, 2%, 4%, -5%, 4%, -3%
Cc1cc(-c2ccccc2)nc(-c2ccccc2)c1C
    0%, 12%, -6%, 0%, 3.2µM*, ?, 15%, i
O=C(O)c1cc2nc3c(c(C(F)(F)F)n2n1)CCc1ccccc1-3
    -2%, 0%, -3%, -9%, -12%, -10%, 0%, -3%
COc1ccc(OC)c(N(CC(=O)Nc2cccnc2)S(C)(=O)=O)c1
    ., -2%, 0%, 6%, -14%, -1%, -13%, -3%
CCCCC(=O)c1c(C)cc(C)[nH]c1=O
    ., 1%, -6%, -1%, -13%, -11%, 4%, -4%
O=C(N/N=C/c1ccsc1)c1cc(-c2ccncc2)nc2ccccc12
    -14%, -5%, -2%, 6%, -2%, -4%, 4%, -4%
COC(=O)CNC(=O)c1sc2ncn(CC(=O)Nc3ccc(C)c(Cl)c3)c(=O)c2c1C
    ., ?, -2%, 3%, -9%, 1%, -4%, -3%
CCOC(=O)c1sc(Nc2ccc(F)cc2)nc1C
    ., 13%, -3%, -1%, -12%, ?, -2%, 2%
COc1ccc(C(=O)Nc2nc(C)cs2)cc1S(=O)(=O)N1CCCC1
    -1%, -7%, 0%, 4%, -4%, -12%, 5%, i
CCCNC(=O)CSc1nccn1Cc1ccc(OC)cc1
    -2%, 2%, -2%, 7%, -1%, -3%, 8%, -2%
CCc1ccc(NC(=O)C(C)OC(=O)CCC(=O)c2cccs2)cc1 (stereo not given)
    8%, 1%, 0%, 10%, -18%, -6%, -2%, -1%

As entered above.
CCCOc1ccc(S(=O)(=O)NCCCN2CCOCC2)c2ccccc12 in RECQ1 inh has 6%
Cc1ccccc1NC(=O)C1CCN(C2=NS(=O)(=O)c3ccccc32)CC1 in TR SRC2 fluor cs has -1%
